# HTR5A inv ctr – HTR5A inverse agonism, opioid heterodimer counter-screen; P47898; HTR5A cell line, luminescence; inhibition, % at 9.3 µM; 340,000 tested, 0.083% active; AID 504634; in the data active = inhibition mostly above about 23%, no sharp cut-off; inactive = mostly below about 18%;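 also: 0% = cells with DMSO and 100% = no-cell wells with DMSO; some compounds called inactive have numbers as strong as hits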
# Target sequence (P47898 whole entry, looked up): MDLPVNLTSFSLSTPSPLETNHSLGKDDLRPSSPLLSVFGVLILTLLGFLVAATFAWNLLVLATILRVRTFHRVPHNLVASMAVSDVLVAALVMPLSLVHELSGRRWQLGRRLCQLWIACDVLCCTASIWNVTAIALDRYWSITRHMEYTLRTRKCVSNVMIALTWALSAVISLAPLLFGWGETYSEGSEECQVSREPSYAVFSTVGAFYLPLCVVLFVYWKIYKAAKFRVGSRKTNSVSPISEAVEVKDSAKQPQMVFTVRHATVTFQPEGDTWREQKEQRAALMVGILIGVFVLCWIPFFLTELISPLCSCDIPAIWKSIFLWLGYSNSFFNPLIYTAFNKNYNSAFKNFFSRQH
# HTR5A ag ctr – HTR5A agonism, opioid heterodimer counter-screen; HTR5A agonist assay, luminescence, cell-based; activation, % at 9.3 µM; 340,000 tested, 0.61% active; in the data active = activation mostly above about 9.5%, no sharp cut-off; inactive = mostly below about 7.6%;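 also: 0% = cells with vehicle only and 100% = reference agonist; strong numbers were not always called active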
# MITF act – MITF TRPM1 promoter activation in melanoma cells. SK-MEL-5 TRPM1-promoter luciferase, 24 h; % of positive control, neutral wells = 0. activation, % at 12.5 µM. 300,000 tested, 0.75% active;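 active = mean activation of at least 80% with every replicate also reaching 80%; inconclusive = mean reaches 80% but some replicate falls short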;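 also: 0% = neutral control wells and 100% = parthenolide positive control wells; values of inactives mirror those of a sister screen read the other way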
# Wnt bcat act – activators of Wnt/beta-catenin signaling; 300,000 tested, 1.2% active; AID 743398; activation, % at 9.35 µM; Wnt/beta-catenin reporter cell assay, activator, plate reader; in the data active = activation above about 30%, passing the limit was not always enough; inconclusive = no clear call, values can overlap the other calls;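 also: 0% = neutral control wells and 100% = positive control wells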
# V-ATPase pHluor – alters yeast V-ATPase proton transport | S. cerevisiae, pHLuorin cytosolic pH fluorescence | response, % at 10 µM | 350,000 tested, 0.37% active | AID 504577; in the data active = response mostly above about 7.3%, no sharp cut-off; inactive = mostly below about 5.4%; also: actives read high; inactives centre near 0; some compounds called inactive have numbers as strong as hits; reference of the scale not given here
# dFosB act – activators of mouse delta FosB homodimer | activation, % at 25 µM | AID 493131 | 340,000 tested, 0.99% active | purified delta FosB, TAMRA-CDK5 oligo fluorescence polarization; percent of positive-control signal above neutral wells;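 active = mean activation above about 17%, with every replicate also reaching it, limit read from the data, passing the limit was not always enough; inconclusive = only one of the two conditions met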;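 also: fluorescence polarization rise as delta FosB binds a TAMRA Cdk5 AP-1 oligo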
# PvdQ acylase – blocks Pseudomonas aeruginosa PvdQ acylase activity; inhibition, % at 10 µM; 340,000 tested, 0.063% active; purified PvdQ acylase, fluorescence plate reader; in the data active = inhibition above about 30%, passing the limit was not always enough; inconclusive = no clear call, values can overlap the other calls;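 also: 0% = vehicle neutral wells and 100% = reference inhibitor wells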
# SR-BI HDL uptake – blocks mouse SR-BI lipid uptake from DiI-HDL. AID 488896. inhibition, % at 12.5 µM. 320,000 tested, 0.96% active. ldlA[mSR-BI] CHO cells, DiI-HDL uptake fluorescence, 3 h. Q61009;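 active = mean replicate inhibition of at least 70% and a set share of replicates each scoring 70 or more; inconclusive = meets just one of the two criteria; inactive = fails both criteria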;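 also: 0% = median of neutral control wells and 100% = median of positive control wells; values of inactives mirror those of a sister screen read the other way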
# Target sequence (Q61009 whole entry, looked up): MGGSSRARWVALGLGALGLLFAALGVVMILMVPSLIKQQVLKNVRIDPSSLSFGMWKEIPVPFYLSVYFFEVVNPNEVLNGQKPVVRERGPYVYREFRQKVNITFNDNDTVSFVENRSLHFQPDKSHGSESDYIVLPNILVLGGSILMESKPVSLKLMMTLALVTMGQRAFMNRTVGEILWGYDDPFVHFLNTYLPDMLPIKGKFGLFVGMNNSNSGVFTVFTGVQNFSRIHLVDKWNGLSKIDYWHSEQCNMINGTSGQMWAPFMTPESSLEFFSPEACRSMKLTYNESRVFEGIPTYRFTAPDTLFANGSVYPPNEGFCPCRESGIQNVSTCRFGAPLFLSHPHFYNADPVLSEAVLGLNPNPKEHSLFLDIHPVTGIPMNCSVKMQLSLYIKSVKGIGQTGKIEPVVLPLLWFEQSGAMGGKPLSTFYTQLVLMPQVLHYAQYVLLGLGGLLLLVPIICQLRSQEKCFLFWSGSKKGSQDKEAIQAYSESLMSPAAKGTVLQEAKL
# CDK5 inh – blocks human CDK5/p35 kinase activity. Q00535+Q15078. Recombinant CDK5/p35, ADP-Glo luminescence, 60 min. inhibition, % at 10 µM. 330,000 tested, 0.01% active;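 active = highest replicate inhibition of at least 50% and at least 75% of replicates reaching 50%; inconclusive = only one of the two criteria met; inactive = both criteria failed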;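 also: plate controls were DMSO neutral control for no effect and GW8510 at 10 µM for full effect; many of its hits are not listed in these tables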
# NSD2 HMT inh – blocks human histone methyltransferase NSD2 | 310,000 tested, 0.54% active | AID 743445 | O96028 | NSD2 peptide methylation, AlphaScreen, 120 min | inhibition, % at 12.5 µM; in the data active = inhibition above about 50%
# * hit, by the source's call; ? = inconclusive; . = not tested or not shown; & = joins results of further samples. No enrichment for hits. About 5% of those tested had a hit in this group.
1: CCN(C(=O)c1cc2c(=O)n3cccc(C)c3nc2n1CCCOC)C1CCCCC1
2: CCOC(=O)c1ccc(NCc2ccc(N(C)C)cc2)cc1
3: COc1ccc2oc(=O)c(C(=O)N3CCN(c4ccccc4)CC3)cc2c1
4: CCCN(CC(=O)Nc1ccccc1C)C(=O)CCNC(=O)c1ccccc1Cl
5: CCCCC(=O)Nc1ccc(NCc2ccc(C)s2)cc1
6: CC1(C)NC(=O)N(CC(O)CN2CCCC2)C1=O (stereo not given)
7: Clc1nc(NCCc2ccccc2)c2cn[nH]c2n1
8: N/C(=N\S(=O)(=O)c1cc(C(F)(F)F)cc(C(F)(F)F)c1)c1ccccc1
9: COc1ccccc1NC(=O)CSc1nc2c(oc3ccccc32)c(=O)n1C
10: Oc1ccc2ccccc2c1CNn1cnnc1

assay / compound	1	2	3	4	5	6	7	8	9	10
HTR5A inv ctr	-21	4	-11	4	-16	8	-2	-21	-17	13
HTR5A ag ctr	-1	-3	3	-1	4	-3	1	4	0	1
MITF act	-8	.	15	7	4	.	-31	-2	-3	-1
Wnt bcat act	-3	.	2&4	-1	7	.	-6	1	-1	.
V-ATPase pHluor	0	5	-1	3	-2	4	-1	1	7	-1
dFosB act	-8	-7	-6	1	-7	6	-7	-8	-11	1
PvdQ acylase	2	-11	10	-8	-3	6	7	-1	-18	-16
SR-BI HDL uptake	-17	-19	12	-16	7	-11	-11	-4	4	-1
CDK5 inh	-0.3	0.0	-1.5	-0.2	-1.1	4.6	0.2	-1.1	0.9	1.6
NSD2 HMT inh	-84	10	3	-1	3	0	0	-2	-1	1

11: O[Si](CCCN1CCCCC1)(c1ccc(F)cc1)C1CCCCC1 (stereo not given)
12: OCc1nc2c(ccc3ccccc32)[nH]1
13: NNC(=O)c1sc2cc(C(F)(F)F)cnc2c1-c1cccs1
14: C=CC[C@H](CC(=O)NCCO)C(=O)N[C@H](C)COC(=O)[C@@H](CC=C)Cc1ccc(F)cc1
15: C=CCNc1nc2ccccc2nc1NS(=O)(=O)c1ccc(Br)cc1
16: COc1ccc(CCNS(=O)(=O)c2ccc(Br)cc2)cc1
17: C[C@H](CO)N1C[C@H](C)[C@@H](CN(C)C(=O)Nc2ccc(C(F)(F)F)cc2)Oc2ccc(NC(=O)Nc3ccccc3)cc2C1=O
18: Cc1ccc(OCC(=O)Nc2ccc(N3CCN(S(C)(=O)=O)CC3)cc2)c(C)c1
19: O=C(CCC(=O)Nc1ccc(F)cc1)N/N=C/c1ccc(F)cc1
20: O=C(Nc1ccc(F)cc1)Nc1ccc(N2CCCC2)c(S(=O)(=O)Nc2ccccc2Cl)c1

assay / compound	11	12	13	14	15	16	17	18	19	20
HTR5A inv ctr	-10	3	.	-12	-16	-11	11	-18	4	16
HTR5A ag ctr	1	-1	.	0	4	3	-3	0	-1	-2
MITF act	23	.	-2	14	-6	0	0	6	7	-73
Wnt bcat act	-1	2	1	-1	2	-1	-3	0	1	-5
V-ATPase pHluor	3	0	5	-2	.	-4	-1	-2	1	-4
dFosB act	1	-10	-11	-3	-11	-7	-21	-16	3	-7
PvdQ acylase	-1	-24	-13	-18	17	-11	-2	-12	-11	2
SR-BI HDL uptake	-9	-8	61	41	1	-33	5	.	-11	87*
CDK5 inh	0.9	3.8	0.2	0.3	-0.7	0.6	1.3	-0.4	-0.6	1.2
NSD2 HMT inh	.	-6	-3	.	-2	-4	.	3	-1	-1

21: C/C(N)=C(/C#N)C(=O)CSc1ccccc1F
22: CCN1CCN(C(=O)c2sc3nc(C)nc(N4CCC(C)CC4)c3c2C)CC1
23: COc1ccc(CNCc2c(F)cccc2F)cc1OC
24: COC(=O)c1c(-c2ccc(C)cc2)csc1NC(=S)NC(=O)c1cc(OC)cc(OC)c1
25: CC(=O)NCC(=O)NC1CC(C)(C)Cc2c1cnn2-c1ccccc1 (stereo not given)
26: COc1ccc(NC(=O)NC2(C(=O)N3CCN4CCCC4C3)CCCCC2)cc1 (stereo not given)
27: S=C(Nc1ccc(Cl)cc1)NC1CC2CCCC(C1)N2C1CCCC1 (stereo not given)
28: O=c1[nH]cc(S(=O)(=O)N2CCN(c3cccc(Cl)c3)CC2)c(=O)[nH]1
29: O=C(NCCO)N1c2ccccc2Sc2ccccc21
30: CCN(C(=O)COC(=O)c1cc([N+](=O)[O-])ccc1N1CCOCC1)C1CCS(=O)(=O)C1 (stereo not given)

assay / compound	21	22	23	24	25	26	27	28	29	30
HTR5A inv ctr	6	8	16	-5	-24	-20	22	-5	7	-9
HTR5A ag ctr	-2	-3	6	0	11	7	3	2	-2	3
MITF act	66	0	11	6	-7	-3	7	-2	.	-5
Wnt bcat act	-1	.	0	.	0	2	.	1	0	2
V-ATPase pHluor	0	2	3	0	-5	3	4	0	-4	-1
dFosB act	-15	-5	-7	-4	-8	2	-15	0	-3	5
PvdQ acylase	-7	-1	-3	-10	-10	-9	8	-3	7	5
SR-BI HDL uptake	-19	28	1	6	0	-17	9	-14	-23	-8
CDK5 inh	-1.1	-1.2	-1.0	.	1.4	1.5	8.5	1.1	-0.5	-1.2
NSD2 HMT inh	-4	6	-5	-3	-2	-2	7	0	5	3

31: COc1cc(CN2CCc3ccccc3C2)cc([N+](=O)[O-])c1O
32: Cc1nn(Cc2ccc(Cl)cc2)c(C)c1NC(=O)c1cc(C(C)C)on1
33: CCN=C1SC(C(=O)NCCc2ccccc2)CC(=O)N1CC (stereo not given)
34: CC1CCCC1/C(=N/O)c1ccccc1 (stereo not given)
35: O=C(c1c[nH]c2ccc(S(=O)(=O)N3CCOCC3)cc2c1=O)N1CCN(c2ccccn2)CC1
36: C=CCN(Cc1cc(OC)ccc1OC)C(=O)c1cc2ccc(OC)cc2[nH]1
37: O=C(CC(c1ccccc1)c1ccccc1)N1CCN(c2ccccn2)CC1
38: S=C(NCC1CCCO1)Nc1ccc(Nc2ccccc2)cc1 (stereo not given)
39: O=C(CN1CCC(n2nnc3cc(C(F)(F)F)ccc32)CC1)Nc1ccc2c(c1)OCCO2
40: COc1ccccc1CN(CC(=O)NCc1ccc(F)cc1)C(=O)c1csnn1

assay / compound	31	32	33	34	35	36	37	38	39	40
HTR5A inv ctr	-3	-12	-1	0	-7	6	0	-11	-1	-18
HTR5A ag ctr	1	5	-1	0	-3	-2	1	4	0	9
MITF act	.	-29	-14	-8	0	-7	-10	5	.	3
Wnt bcat act	-2	-4	-10	2	.	1	-1	-1	-6	-2
V-ATPase pHluor	1	-3	0	0	-1	-1	2	1	1	0
dFosB act	1	-11	4	-2	4	-7	0	-6	-2	5
PvdQ acylase	0	0	-11	-1	-16	-10	0	-2	-15	-10
SR-BI HDL uptake	-6	29	0	.	-26	16	1	30	-10	1
CDK5 inh	0.3	1.2	0.2	0.8	0.8	-2.7	-3.7	3.1	0.7	0.0
NSD2 HMT inh	-1	-4	-6	0	-10	-1	-2	5	.	-2

# Excerpt, compounds 32–35
32: Cc1nn(Cc2ccc(Cl)cc2)c(C)c1NC(=O)c1cc(C(C)C)on1
33: CCN=C1SC(C(=O)NCCc2ccccc2)CC(=O)N1CC (stereo not given)
34: CC1CCCC1/C(=N/O)c1ccccc1 (stereo not given)
35: O=C(c1c[nH]c2ccc(S(=O)(=O)N3CCOCC3)cc2c1=O)N1CCN(c2ccccn2)CC1

assay / compound	32	33	34	35
HTR5A inv ctr	-12	-1	0	-7
HTR5A ag ctr	5	-1	0	-3
MITF act	-29	-14	-8	0
Wnt bcat act	-4	-10	2	.
V-ATPase pHluor	-3	0	0	-1
dFosB act	-11	4	-2	4
PvdQ acylase	0	-11	-1	-16
SR-BI HDL uptake	29	0	.	-26
CDK5 inh	1.2	0.2	0.8	0.8
NSD2 HMT inh	-4	-6	0	-10

# The listing continues:
41: CCOC(=O)c1cncc(C#CCO)c1
42: O=C(Nc1ccnn1C1CCN(C(=O)c2cccc(C(F)(F)F)c2)CC1)C1CC1
43: C=CCNc1nc(Cl)nc(Nc2ccc(OC)cc2)n1
44: CCn1c(SCC(=O)Nc2nccs2)nnc1-c1ccncc1
45: CCN(CC)S(=O)(=O)c1ccc(C(=O)NNC2=NS(=O)(=O)c3ccccc32)cc1
46: CCc1ccccc1NC(=O)CN1CCN(CC(=O)NCc2ccc(Cl)cc2)CC1
47: Cc1cnc2cc(Cl)c(Cl)cc2n1
48: CCOC(=O)CN1C(=O)N[C@@H](c2cccc(F)c2)C(C(C)=O)=C1C
49: COc1ccc(S(=O)(=O)N(C)CC(=O)NCCN2CCOCC2)cc1C
50: Cc1ccc(Sc2cc(C(F)(F)F)nc(N(C)C)n2)cc1

assay / compound	41	42	43	44	45	46	47	48	49	50
HTR5A inv ctr	7	-33	-17	-29	-1	-7	20	-10	-1	-13
HTR5A ag ctr	0	14	1	1	0	3	2	0	0	4
MITF act	.	2	29	-6	4	3	.	-2	-7	.
Wnt bcat act	3	4	7	4	-1	0	-4	-8	-1	.
V-ATPase pHluor	4	-5	3	-2	1	0	-3	3	-3	1
dFosB act	-3	-11	0	-7	-13	-8	-3	2	-1	-1
PvdQ acylase	-14	9	-4	-4	-11	-25	-8	-7	-7	-4
SR-BI HDL uptake	-26	-5	0	-20	65	1	-41	-4	.	-14
CDK5 inh	0.1	0.2	-0.3	-0.5	0.6	1.0	1.4	-0.7	1.0	0.8
NSD2 HMT inh	-1	-1	0	-3	3	-2	0	.	-3	-2

51: COc1ccc(/C=N/Nc2ncnc3c2[nH]c2ccccc23)c(OC)c1OC
52: COc1ccc(CCNC(=O)CC(c2ccccc2)c2cc(C)ccc2O)cc1OC (stereo not given)
53: Cc1ccccc1OCC(=O)NCCN(C)C
54: Cc1sc(NC(=O)C2CSC3(C)CCC(=O)N23)nc1-c1ccccc1 (stereo not given)
55: COc1cc(/C=C(/C#N)c2ccccc2F)ccc1OCc1ccccc1
56: Clc1ccc(COc2ccccc2CNCc2cccnc2)cc1
57: Cc1noc(C)c1S(=O)(=O)N(CC(=O)NCc1ccccc1)c1ccc(C(C)C)cc1
58: COc1ccc(C)cc1C(=O)CCC(=O)Nc1ccccc1N1CCOCC1
59: Cc1c(N=N/C(C(=O)Nc2ccccc2)=C(/O)c2ccccc2)c(=O)n(-c2ccccc2)n1C
60: Cc1ccc(S(=O)(=O)NCC(=O)OCC(=O)c2cccs2)cc1
61: O=C(NNC(=O)c1cccc2ccccc12)c1ccco1

assay / compound	51	52	53	54	55	56	57	58	59	60	61
HTR5A inv ctr	15	-9	6	11	13	-9	-1	-17	-7	-29	2
HTR5A ag ctr	-3	2	-1	-4	4	0	-1	5	3	-1	-2
MITF act	-16	.	-4	6	14	-7	3	-10	?	18	12
Wnt bcat act	.	.	.	-1	-2	-4	-4	-2	1	-1	-14
V-ATPase pHluor	0	8	1	3	-1	1	1	2	2	2	-3
dFosB act	3	-5	3	-10	-3	6	0	-8	-4	3	1
PvdQ acylase	12	-4	-18	-12	-9	-3	4	-7	8	-6	-6
SR-BI HDL uptake	-3	18	6	13	66	-4	-5	2	60	-18	0
CDK5 inh	0.4	-0.9	0.3	2.6	0.5	1.2	0.1	-0.3	-0.1	0.4	1.8
NSD2 HMT inh	-1	-2	.	13	-1	2	1	-1	2	-2	.
